A549 tox – Nrf2 qHTS screen for inhibitors: counterscreen for cytotoxicity. Potency, µM (highest dose often 46 µM), inactives show at the top dose activity change, negative = cytotoxicity, most hits filed as inhibitors. hit rate 0.16% among 390,000. A549 ARE-Fluc cells, CellTiter-Fluor viability, 18-24 h; note: potency is the fitted concentration of half-maximal effect; % is set by controls: 0 for no effect and ±100 for the full control effect
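A549 ARE_Fluc cells in 5% FBS OPTI-MEM were exposed to compounds in concentration-response for 18-24 h at 37 deg C. Viability was read by CellTiter-Fluor fluorescence (Ex 405/Em 525) after 30 min, before the luciferase read.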
HepG2 viability – qHTS for Inhibitors of TGF-b: Cytotox Counterscreen; HepG2 CAGA-GFP viability, ATP luminescence, 18 h; Potency, µM (highest dose often 46.1 µM), for the others: at the highest dose activity change, negative = cytotoxicity, usual class: cytotoxic; hit rate 0.76% among 410,000; AID 588856, 2011; note: potency is the fitted concentration of half-maximal effect; some results filed as inactive show a strong effect at the top dose
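HepG2 CAGA-GFP cells (1000/well, DMEM with 1% FBS) received compound, then TGF-beta at 500 pg/mL final, and were incubated 18 hours at 37 degrees C. Viability was read by CellTiter-Glo luminescence. Media-only wells were set as complete cell-killing and DMSO as no toxicity.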
Mm-Cpn inhibitor – Inhibitors of TCP-1 ring complex (TRiC) of Methanococcus maripaludis (MmCpn): qHTS; purified Mm-Cpn ATPase, ADP Transcreener TR-FRET; hit rate 0.031% among 330,000; AID 504842, 2011; Chaperonin Mm-Cpn (Methanococcus maripaludis); Potency, µM (doses to about 76.9 µM), inactives show at the highest dose activity, negative = inhibition, most hits filed as inhibitors; note: potency is the fitted concentration of half-maximal effect; % is set by controls: 0 for no effect and ±100 for the full control effect; nearly all actives have a fitted effect of over 80% in size
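25 nM Mm-CPN + cpd, 10 min 37°C; + 10 uM ATP, 30 min 37°C; buffer 30 mM Tris pH 7.4, 100 mM KCl, 5 mM MgCl2, 1 mM DTT; Transcreener ADP HTRF detection 30 min RT.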
Abeta yeast res – qHTS for compounds that reverse cellular toxicity of Amyloid beta (A-beta) peptide in yeast: Primary Screen; hit rate 0.063% among 410,000; yeast expressing A-beta42, growth rescue, OD600, 48 h; response scale: 0% DMSO, 100% iron-clioquinol control; AID 1347071, 2019; Potency, µM (doses to about 46.1 µM), without a hit: at the top dose growth rescue, most hits filed as activators; note: potency is the fitted concentration of half-maximal effect; nearly all actives have a fitted effect of over 55% in size
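Growth rescue measured by 600 nm absorbance after 48 h yeast culture at 30 C with compound. Values normalized between DMSO and an equimolar ferric chloride plus clioquinol control.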
Nrf2 inh – Nrf2 qHTS screen for inhibitors; A549 ARE-Fluc reporter, luciferase luminescence, 18-24 h; AID 504444, 2011; Potency, µM (highest dose often 46 µM), inactives show top-dose activity change, negative = inhibition, usual class: inhibitors; hit rate 2.1% among 360,000; note: potency is the fitted concentration of half-maximal effect; % is set by controls: 0 for no effect and ±100 for the full control effect; nearly all actives have a fitted effect of over 60% in size
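Reporter: ARE-Fluc in A549. Exposure: 18-24 h, 37 °C, 5% CO2, 5% FBS OPTI-MEM. Readouts: fluorescent cytotoxicity (CellTiter-Fluor), then luminescent Nrf2 signal after BugLite.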
TGFb SMAD3 inh – qHTS for Inhibitors of TGF-b | Potency, µM (top dose mostly 46.1 µM), inactives show at the top dose activity, negative = inhibition, actives largely listed as inhibitors | HepG2 CAGA-GFP TGF-b/SMAD3 reporter, GFP fluorescence, 18 h; TGF-beta stimulated, 500 pg/mL final | hit rate 1.2% among 410,000; note: potency is the fitted concentration of half-maximal effect; % is set by controls: 0 for no effect and ±100 for the full control effect; nearly all actives have a fitted effect of over 65% in size
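Inhibition of TGF-beta-driven CAGA-GFP reporter expression in HEPG2 cells is measured by cellular GFP fluorescence after 18 h stimulation with 500 pg/mL recombinant TGF-beta in 1% FBS medium at 37 degrees C.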
pAkt inh – HTS Assay for Inhibitors of Akt Phophorylation: Primary Screen; activity change, % for hits at 50 µM; hit rate 0.32% among 360,000; Neuro2A IGF-stimulated pAkt S473 HTRF, 20 min; stronger effect = lower value; in the data active = activity change below about -80%; inconclusive = mostly about -51% to -80%; note: % is set by controls: 0 for no effect and ±100 for the full control effect
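Neuro2A cells in DMEM with 0.5% FBS, overnight at 37 deg C, given compound at single 50 µM final, then IGF (6 nM final) for 20 min at 37 deg C. Lysed; phospho-Akt Ser473 by HTRF after 24 h, 665/615 ratio.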
CCT modulator – High-Throughput Screening for Modulators of Cytosolic Chaperonin Activity | purified chaperonin ATPase assay, HTRF ADP detection, 30 min | AID 651819, 2012 | activity change, % (test concentration not listed), hits read low | hit rate 0.3% among 360,000; in the data active = activity change below about -30%; note: % is set by controls: 0 for no effect and ±100 for the full control effect
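TRiC at 40 or 20 nM final (batch-dependent) in 30 mM Tris pH 7.4, 100 mM KCl, 5 mM MgCl2, 1 mM DTT, with compound at single 76 uM and 10 uM ATP, 30 min at 37 deg C. ADP detected by HTRF Transcreener, 665/615 ratio.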
Nrf2 ARE act – qHTS of Nrf2 Activators; AREc32 ARE-luciferase reporter (MCF7-derived line), luminescence, 24 h; Potency, µM (highest dose often 46.1 µM), without a hit: at the highest dose activation, hits mostly activators; hit rate 0.31% among 410,000; note: potency is the fitted concentration of half-maximal effect; % of control where 0% means no effect; nearly all actives have a fitted effect of over 65% in size
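ARE activation measured as luciferase luminescence (Steady-Glo, 30 min RT) in AREc32_Fluc cells after 24 hr compound exposure at 37 deg C, 5% CO2; cells seeded overnight at 1000/well in OPTI-MEM, 5% FBS.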
An asterisk follows results filed as active; [ ] = another dose, or the depositor's remark. Unless noted, calls come from the whole dose curve; as a rule, active = well fitted curve in the direction sought with a large enough effect; inconclusive = small, poorly fitted or top-dose-only effect, or another doubt; inactive = no such curve, though single readings can be large; an effect the other way counts as inactive or inconclusive.

Results for COc1ccc(CN(CC(=O)NC2CCCC2)C(=O)CCC(=O)Nc2cc(C)on2)cc1 ?
A549 tox: -11%; HepG2 viability: -16%; Mm-Cpn inhibitor: 1%; Abeta yeast res: 3%; Nrf2 inh: -26%; TGFb SMAD3 inh: -5%; pAkt inh: inactive; CCT modulator: -1.9; Nrf2 ARE act: 0.2%

How did O=C(NCCCO)/C(=C\c1ccco1)NC(=O)c1ccco1 do in these assays?
A549 tox: -3%; HepG2 viability: 7%; Mm-Cpn inhibitor: 1%; Abeta yeast res: -10%; Nrf2 inh: 2%; TGFb SMAD3 inh: 19%; pAkt inh: inactive; CCT modulator: -1.9; Nrf2 ARE act: 0.0%

Results for Cc1cccc(NC(=O)CCC(=O)N/N=C/c2cc([N+](=O)[O-])ccc2O)c1 ?
A549 tox: 1%; HepG2 viability: -6%; Mm-Cpn inhibitor: 1%; Abeta yeast res: 11%; Nrf2 inh: -7%; TGFb SMAD3 inh: -19%; pAkt inh: inactive; CCT modulator: -1.2; Nrf2 ARE act: 0.3%[9.22 µM]

How did Cc1nnc(NC(=O)C2CCCO2)s1 (stereo not given) do in these assays?
A549 tox: 4%; HepG2 viability: -20%; Mm-Cpn inhibitor: -1%; Abeta yeast res: -10%; Nrf2 inh: 25%; TGFb SMAD3 inh: -2%; pAkt inh: inactive; CCT modulator: -1.9; Nrf2 ARE act: 0.1%

How did O=C(CSCc1ccc(Br)cc1)NCc1ccccn1 do in these assays?
A549 tox: -2%; HepG2 viability: 2%; Mm-Cpn inhibitor: 1%; Abeta yeast res: -1%; Nrf2 inh: -2%; TGFb SMAD3 inh: 1%; pAkt inh: inactive; CCT modulator: 0.1; Nrf2 ARE act: 2.5%

What do the screens show for `COc1ccc(S(=O)(=O)Cc2ccc(C(=O)NCCCN3CCc4ccccc4C3)o2)cc1`?
A549 tox: 5%; HepG2 viability: -39%; Mm-Cpn inhibitor: 0%; Abeta yeast res: 19%; Nrf2 inh: 6%; TGFb SMAD3 inh: -12%; pAkt inh: inactive; CCT modulator: 0.8; Nrf2 ARE act: 0.1%

What do the screens show for `COc1cccc(NS(=O)(=O)c2ccc3[nH]cc(C(=O)N(C)C4CCCCC4)c(=O)c3c2)c1`?
A549 tox: 1%; HepG2 viability: 7%; Abeta yeast res: -11%; TGFb SMAD3 inh: inconclusive; Nrf2 ARE act: -0.6%

What do the screens show for `Cc1ccc2nc(NC(=O)CSc3[nH]c(=O)ncc3C)sc2c1`?
A549 tox: 4%; HepG2 viability: 2%; Abeta yeast res: -11%; Nrf2 inh: inconclusive; TGFb SMAD3 inh: 6%; Nrf2 ARE act: 5.3%

Results for CC(CN1CCCCC1)OC(=O)COc1ccc(Cl)cc1 (stereo not given) ?
A549 tox: -5%; HepG2 viability: 10%; Mm-Cpn inhibitor: -1%; Abeta yeast res: 10%; Nrf2 inh: 9%; TGFb SMAD3 inh: 1%; pAkt inh: inactive; CCT modulator: -4.5; Nrf2 ARE act: -0.2%

What do the screens show for `CC(NC(=O)c1ccc2ccccc2n1)c1ccc(S(N)(=O)=O)cc1` (stereo not given)?
A549 tox: -9%; HepG2 viability: -1%; Mm-Cpn inhibitor: 0%; Abeta yeast res: -8%; Nrf2 inh: inconclusive; TGFb SMAD3 inh: 4%; pAkt inh: inactive; CCT modulator: -2.1; Nrf2 ARE act: 2.8%

What do the screens show for `CCOC(=O)c1sc(NC(=O)CSc2nc(-c3ccco3)cc(C(F)(F)F)n2)c(C(=O)OCC)c1C`?
A549 tox: 1%; HepG2 viability: -3%; Abeta yeast res: -7%; Nrf2 inh: 4%; TGFb SMAD3 inh: 11%; pAkt inh: inactive; CCT modulator: 0.9; Nrf2 ARE act: -0.2%

What do the screens show for `COc1cccc(NC(=S)N2CCN(S(=O)(=O)c3ccc(F)cc3)CC2)c1`?
A549 tox: -2%; HepG2 viability: -4%; Mm-Cpn inhibitor: -1%; Abeta yeast res: 2%; Nrf2 inh: 0%; TGFb SMAD3 inh: 0%; pAkt inh: inactive; CCT modulator: 0.0; Nrf2 ARE act: -0.6%

What do the screens show for `O=C(O)CC/C(=N\Nc1ccc([N+](=O)[O-])cc1)c1ccccc1`?
A549 tox: -25%; HepG2 viability: 0%; Mm-Cpn inhibitor: -3%; Abeta yeast res: 12%; Nrf2 inh: -20%; TGFb SMAD3 inh: -2%; pAkt inh: inactive; CCT modulator: -0.6; Nrf2 ARE act: 5.6%

What do the screens show for `O=[N+]([O-])c1cc(-c2csc(NCCc3nc4cc(Cl)c(Cl)cc4n3CCCO)n2)ccc1Cl`?
A549 tox: 0%; HepG2 viability: -10%; Abeta yeast res: 4%; Nrf2 inh: 6%; TGFb SMAD3 inh: inconclusive; pAkt inh: inactive; CCT modulator: -3.2; Nrf2 ARE act: 3.0%

How did COc1ccc2c(c1)CCCN2S(=O)(=O)c1ccc(Cl)cc1 do in these assays?
A549 tox: 12%; HepG2 viability: 1%; Mm-Cpn inhibitor: 2%; Abeta yeast res: 2%; Nrf2 inh: 8%; TGFb SMAD3 inh: inconclusive; pAkt inh: inactive; CCT modulator: -0.6; Nrf2 ARE act: -0.1%

What do the screens show for `Cc1cccc(NC(=O)Cn2cc(C(=O)C3CCCCC3)c3ccccc32)c1C`?
A549 tox: -24%; HepG2 viability: -21%; Abeta yeast res: -3%; Nrf2 inh: 5.8µM*; TGFb SMAD3 inh: inconclusive; Nrf2 ARE act: -0.2%

How did CCn1ncc(NC(=S)Nc2ccc3c(c2)OCO3)c1C(N)=O do in these assays?
A549 tox: -1%; HepG2 viability: -19%; Mm-Cpn inhibitor: -5%; Abeta yeast res: 14%; Nrf2 inh: inconclusive; TGFb SMAD3 inh: 8%; pAkt inh: inactive; CCT modulator: -1.4; Nrf2 ARE act: 4.3%

How did O=C(Cn1ncc2c3ccccc3n(Cc3ccc(F)cc3)c2c1=O)NCCCN1CCCCC1 do in these assays?
A549 tox: 12%; HepG2 viability: -11%; Abeta yeast res: -2%; Nrf2 inh: 4%; TGFb SMAD3 inh: 9%; Nrf2 ARE act: 0.5%

What do the screens show for `COc1ccc(N=CC2=C(O)CCCC2=O)cc1`?
A549 tox: 4%; HepG2 viability: -14%; Mm-Cpn inhibitor: 0%; Abeta yeast res: 2%; Nrf2 inh: inconclusive; TGFb SMAD3 inh: -1%; pAkt inh: inactive; CCT modulator: -1.6; Nrf2 ARE act: 0.5%

Results for CCCN(CC(=O)Nc1ccccc1C)C(=O)c1ccc(-c2ccccc2)cc1 ?
A549 tox: -3%; HepG2 viability: -8%; Mm-Cpn inhibitor: -1%; Abeta yeast res: -19%; Nrf2 inh: -19%; TGFb SMAD3 inh: -6%; pAkt inh: inactive; CCT modulator: 0.8; Nrf2 ARE act: 0.4%

Results for Cc1ccccc1NC(=O)CSc1nc2ccc(NC(=O)c3cccs3)cc2s1 ?
A549 tox: inconclusive; HepG2 viability: -30%; Abeta yeast res: -19%; Nrf2 inh: inconclusive; TGFb SMAD3 inh: inconclusive; Nrf2 ARE act: -0.5%

What do the screens show for `COc1ccccc1C(=O)N1CCN(Cc2nc3cc([N+](=O)[O-])ccc3n2C)CC1`?
A549 tox: 1%; HepG2 viability: 5%; Mm-Cpn inhibitor: 2%; Abeta yeast res: 6%; Nrf2 inh: -9%; TGFb SMAD3 inh: -13%; pAkt inh: inactive; CCT modulator: -6.0; Nrf2 ARE act: 0.5%

What do the screens show for `Cc1nn(Cc2noc(C(=O)NCCCn3ccnc3)n2)c(C)c1Br`?
A549 tox: -1%; HepG2 viability: -2%; Mm-Cpn inhibitor: 3%; Abeta yeast res: 5%; Nrf2 inh: 7%; TGFb SMAD3 inh: 0%; pAkt inh: inactive; CCT modulator: -0.5; Nrf2 ARE act: 0.2%

How did COc1ccc(Cc2nnc(Cl)c3ccccc23)cc1OC do in these assays?
A549 tox: 1%; HepG2 viability: 7%; Mm-Cpn inhibitor: -3%; Abeta yeast res: 7%; Nrf2 inh: -10%; TGFb SMAD3 inh: 24%; pAkt inh: inactive; CCT modulator: -2.2; Nrf2 ARE act: 3.9%

Results for Cn1cc(Cl)c(-c2n[nH]c(=S)n2-c2ccccc2)n1 ?
A549 tox: -2%; HepG2 viability: 0%; Mm-Cpn inhibitor: -16%; Abeta yeast res: 8%; Nrf2 inh: -9%; TGFb SMAD3 inh: inconclusive; pAkt inh: inactive; CCT modulator: -1.2; Nrf2 ARE act: -0.4%

What do the screens show for `Cc1ccccc1Nc1nc(N)nc(COC(=O)CC2CC3CCC2C3)n1` (stereo not given)?
A549 tox: -2%; HepG2 viability: 4%; Mm-Cpn inhibitor: -1%; Abeta yeast res: 14%; Nrf2 inh: 7%; TGFb SMAD3 inh: -26%; pAkt inh: inactive; CCT modulator: -1.4; Nrf2 ARE act: 0.2%[9.22 µM]

Results for O=C(CN1C(=O)C2CC=CCC2C1=O)Nc1ccc(F)cc1F (stereo not given) ?
A549 tox: -4%; HepG2 viability: -2%; Mm-Cpn inhibitor: 1%; Abeta yeast res: 2%; Nrf2 inh: -6%; TGFb SMAD3 inh: 7%; pAkt inh: inactive; CCT modulator: -4.4; Nrf2 ARE act: -0.4%

Source: PubChem (National Center for Advancing Translational Sciences (NCATS))
